RGS7-Gao – human RGS7-Galphao interaction regulation | 0.35% of 220,000 active | P09471 | Multiplexed bead flow cytometry, RGS7-Galphao binding; actives lie on both sides | binding response (% of control), % at 10 µM; in the data active means binding response below about 49% or above about 150%; inconclusive means no clear call, values can overlap the other calls; inactive means in between;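 further: fluorescent Galphao held in activated GDP-AlF4 state binding bead-coupled RGS7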
GSH fluor – GSH bead compound fluorescence profile | GSH beads flow cytometry, compound fluorescence 488/530 nm; hits give high values | fluorescence (KMESF) at 10 µM | 0.25% of 190,000 active | AID 1776; in the data active means fluorescence above about 89;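 further: glutathione beads carrying GST-tagged Bcl family fusion proteins plus one bare bead set; values are compound well signal with DMSO vehicle wells as background; inactives centre near 16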
Pf gametocyte – P. falciparum stage V gametocyte viability inhibition | P. falciparum stage V gametocytes, ATP luminescence, 24 h | 0.065% of 150,000 active | inhibition, % at 10.9 µM;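 active means inhibition above the mean plus 3 SD of compounds within the control limits, set per campaign, cut at about 38% in these data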;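 further: 0% = DMSO wells and 100% = medium only without gametocytes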
RGS4-Gao reg – modulates binding of RGS4 to human Galphao; P09471; Multiplexed bead flow cytometry; actives lie on both sides; binding response (% of control), % at 10 µM; 0.33% of 220,000 active; AID 1415; in the data active means binding response below about 49% or above about 150%; inactive means in between;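 further: fluorescent Galphao activated with aluminum fluoride binding bead-coupled RGS4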
ABCB1 block – blocks JC-1 efflux by human ABCB1 transporter | P08183 | 0.067% of 190,000 active | CCRF-Adr cells, flow cytometry | inhibition, % at 6.6 µM | AID 1326; in the data active means inhibition above about 40%;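 further: 0% = vehicle and 100% = reference inhibitor; higher value means more JC-1 retained so stronger ABCB1 efflux block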
Avidin fluor – avidin bead compound fluorescence profile; Avidin beads, compound fluorescence 488/530 nm, flow cytometry; hits give high values; 0.38% of 220,000 active; fluorescence (KMESF) at 10 µM; AID 1775; in the data active means fluorescence above about 47; further: inactives centre near 10
RGS8-Gao – human RGS8-Galphao interaction regulation; P09471; multiplexed bead flow cytometry, RGS8-Galphao binding; actives lie on both sides; response (percent of control binding), % at 10 µM; 0.34% of 220,000 active; in the data active means response below about 60% or above about 140%; inactive means in between;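 further: Galphao activated as the GDP aluminium fluoride complex binding bead-coupled RGS8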
ABCG2 block – inhibitors of human ABCG2 transporter, ABCB1 counter-screen | Q9UNQ0 | IgMXP3 cells, JC-1 efflux, flow cytometry | inhibition, % at 6.6 µM | 0.1% of 190,000 active | AID 1325;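 active means inhibition above 80%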;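 further: 0% = DMSO and 100% = nicardipine control wells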
Target sequence (Q9UNQ0 whole entry, looked up): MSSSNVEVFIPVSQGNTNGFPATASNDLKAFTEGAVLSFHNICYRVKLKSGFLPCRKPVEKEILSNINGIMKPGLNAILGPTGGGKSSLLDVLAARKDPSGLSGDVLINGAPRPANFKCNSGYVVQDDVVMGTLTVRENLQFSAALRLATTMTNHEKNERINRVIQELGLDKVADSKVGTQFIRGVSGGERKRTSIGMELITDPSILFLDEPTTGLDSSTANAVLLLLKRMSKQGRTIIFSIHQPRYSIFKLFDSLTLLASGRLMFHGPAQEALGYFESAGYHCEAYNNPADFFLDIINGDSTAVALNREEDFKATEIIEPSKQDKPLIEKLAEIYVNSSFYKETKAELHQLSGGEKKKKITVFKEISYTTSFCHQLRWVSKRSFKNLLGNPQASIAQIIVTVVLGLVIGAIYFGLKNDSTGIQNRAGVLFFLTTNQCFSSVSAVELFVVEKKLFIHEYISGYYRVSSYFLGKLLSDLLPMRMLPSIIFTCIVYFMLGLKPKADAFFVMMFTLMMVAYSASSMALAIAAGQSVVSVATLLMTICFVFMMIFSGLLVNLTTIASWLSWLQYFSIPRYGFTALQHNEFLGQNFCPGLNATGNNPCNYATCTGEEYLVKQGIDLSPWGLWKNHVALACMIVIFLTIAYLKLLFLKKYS
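Read-out basis: Efflux inhibition in percent versus controls | Test system: ABCG2 IgMXP3 and barcoded ABCB1 CCRF-Adr cell mix | Quantity: 3 million cells/mL in well | Schedule: 10 min at 25 °C | Control set: Nicardipine as high control, DMSO as low control | Reagent: JC-1 as fluorescent efflux pump substrate | Signal: Flow cytometry of retained JC-1 fluorescence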
Mcl1 Noxa PPI – Mcl-1/Noxa interaction inhibition | 1.5% of 220,000 active | TR-FRET Mcl-1/Noxa peptide binding, 2 h | inhibition, % at 21.7 µM | Q07820 | AID 1022;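 active means compounds that cut the protein-peptide binding signal by more than 50% relative to plate controls in a single-dose test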;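 further: His-tagged Mcl-1 with rhodamine Noxa BH3 peptide and terbium anti-His antibody; 0% = Mcl-1 plus Noxa peptide wells and 100% = peptide-only wells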
Target sequence (Q07820 whole entry, looked up): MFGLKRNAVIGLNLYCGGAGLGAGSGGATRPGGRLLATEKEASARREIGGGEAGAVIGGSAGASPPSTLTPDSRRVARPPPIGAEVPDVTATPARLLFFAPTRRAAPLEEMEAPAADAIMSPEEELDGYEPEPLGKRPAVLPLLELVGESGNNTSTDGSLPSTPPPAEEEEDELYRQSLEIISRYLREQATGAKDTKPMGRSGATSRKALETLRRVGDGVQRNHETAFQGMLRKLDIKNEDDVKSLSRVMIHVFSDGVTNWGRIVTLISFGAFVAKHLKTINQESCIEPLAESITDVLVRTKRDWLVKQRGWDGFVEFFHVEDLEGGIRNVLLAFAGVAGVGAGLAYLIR
Mcl-1 Bim block – inhibitors of Bim-Mcl-1 interaction, human; Q07820; Bead-based flow cytometry, Bim peptide-Mcl-1 binding; inhibition, % at 10 µM; 0.1% of 190,000 active; AID 1009; in the data active means inhibition above about 40%;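 further: 0% = no compound tracer wells and 100% = peptide blocker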
Mcl1 Bid PPI – Mcl-1/Bid interaction inhibition; TR-FRET Mcl-1/Bid-Dy647 peptide binding, 1536-well; inhibition, % at 21.7 µM; 0.97% of 220,000 active;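 active means compounds that cut the binding signal by more than half at the single screening dose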;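 further: His-tagged Mcl-1 with europium anti-His antibody binding Bid BH3 peptide; 0% = Mcl-1 plus peptide wells and 100% = peptide-only wells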
* = called active by the depositor; ? = inconclusive; . = not tested or not shown.

SMILES	RGS7-Gao	GSH fluor	Pf gametocyte	RGS4-Gao reg	ABCB1 block	Avidin fluor	RGS8-Gao	ABCG2 block	Mcl1 Noxa PPI	Mcl-1 Bim block	Mcl1 Bid PPI
O=P(COCCOCCOCCOCP(=O)(c1ccccc1)c1ccccc1)(c1ccccc1)c1ccccc1	?	14	.	102	-0.3	8	102	-1	-1	0	-2
Cc1ocnc1C(=O)Nc1ccc(Cl)cc1	101	8	8	114	0.5	24	107	8	18	3	-13
Brc1ccc(NCc2cccc3ccccc23)nc1	100	36	20	99	0.6	15	102	12	13	-8	6
C/C(=N\NC(=O)c1c(Cl)cnn1C)c1ccc(NC(=O)c2ccncc2)cc1	103	4	.	100	0.4	4	102	2	2	-4	-32
Cc1cc(C(=O)N(C)C)sc1-c1ccccc1	99	15	6	99	0.7	8	101	7	4	-2	7
Cn1c(=O)oc2cc(S(=O)(=O)NCCN3CCc4ccccc4C3)ccc21	101	15	.	96	-0.2	30	99	-1	-1	0	44
O=[N+]([O-])c1ccccc1Nc1c2ccccc2nc2ccccc12	?	27	3	105	0.3	10	103	1	8	0	-24
COc1cnc(-c2ccccc2)[nH]c1=O	108	9	-9	110	0.1	10	108	4	1	4	-16
CC(=O)Nc1ccc(NC(=O)Cn2ccc([N+](=O)[O-])n2)cc1	112	20	11	100	-0.1	22	102	0	-7	2	-26
CN1CCN(CC#CC(C)(O)C2CC3C=CC2C3)CC1 (stereo unspecified)	101	28	.	106	0.5	36	102	-2	-38	0	1
COCCNC(=O)c1ccccc1NC(=O)c1ccccc1N(C)S(C)(=O)=O	109	3	-1	102	-0.1	13	104	2	2	-2	-8
COc1ccc(C(CC(=O)N2CCCCC2)C(C)C)cc1 (stereo unspecified)	?	.	-5	98	.	6	98	.	2	.	-10
Cc1ccc(S(=O)(=O)NC(=O)Nc2ccc(F)cc2)cc1	98	30	8	95	0.6	5	98	9	17	-1	-13
Cc1[nH]c2ccccc2c1/C=N/Nc1ccccc1[N+](=O)[O-]	?	11	.	99	-0.8	9	100	-3	38	1	-103
CN(NC(=O)c1ccccc1F)c1ncccc1[N+](=O)[O-]	?	.	14	102	.	9	100	.	11	.	-6
CCOC(=O)N1CCc2c(sc3ncn(Cc4ccc(F)cc4)c(=O)c23)C1	?	.	-1	99	.	8	99	.	20	.	-7
CC(C)C(NC(=O)c1ccc(C(C)(C)C)cc1)C(=O)NC1=NCCS1 (stereo unspecified)	98	37	.	97	3.7	11	106	15	26	-4	7
O=C1CCCc2c1nc(-c1ccco1)n2O	100	16	-18	101	0.2	10	101	1	-6	-1	23
Cc1[nH]c(=S)n(CC2CCCO2)c1C (stereo unspecified)	106	15	-11	99	-0.7	17	109	-2	23	1	-155
COc1ccc(C(=O)OCC2CC(c3ccccc3)=NO2)cc1OC (stereo unspecified)	110	13	2	102	0.7	11	104	10	6	0	-4
O=c1/c(=C\c2ccc(O)cc2)sc2nc(-c3ccccc3)c(-c3ccccc3)n12	?	.	-6	95	.	11	97	.	14	.	-16
Cc1ccc([N+](=O)[O-])cc1N1C(=O)CS/C1=N\NC(=O)c1cccnc1	106	28	-4	108	0.6	13	104	2	6	-5	-6
O=C(CCCOc1ccccc1)NCCc1ccccc1	102	11	-2	106	-0.1	13	99	-1	9	0	-13
COc1ccc(N2C(=O)/C(=C/c3cccnc3)NC2=S)cc1	99	15	9	94	0.5	20	100	5	27	-8	-97
CCN1CCN(C(c2cccs2)C(C)NC(=O)c2ccccc2F)CC1 (stereo unspecified)	102	29	.	99	0.0	15	99	-1	9	-1	-26
CCCC(c1nnnn1Cc1ccc(OC)cc1)N1CCC(C(N)=O)CC1 (stereo unspecified)	97	54	-19	97	0.6	24	101	2	13	1	-3
O=C(Nc1cccc(Oc2ccc3c(c2)C(=O)NC3=O)c1)c1ccco1	95	13	.	96	0.8	12	100	6	-2	0	-5
OCCCNC(c1ccccc1)c1ccc(O)cc1 (stereo unspecified)	102	27	-3	100	1.7	33	101	29	11	-8	-14
Cc1ccc(NC(=O)Cn2nnc(-c3ccccc3-n3cnnn3)n2)c(C)c1	87	8	-9	90	0.1	24	94	0	-18	-4	-13
COc1cccc2c1OCC(CN1CCN(Cc3ccccc3)C(CCO)C1)=C2 (stereo unspecified)	106	10	19	103	0.1	6	108	1	-3	11	-44
CCCn1nc(NC(=O)c2cccs2)c2cc3cccc(C)c3nc21	?	.	2	105	.	5	101	.	36	.	-57
Cc1ccc(NC(=O)c2cc(-c3ccco3)on2)cc1	103	12	.	100	0.1	14	101	1	-7	6	-10
CCC(C)NC(=O)C1(NC(=O)Nc2ccccc2)CCCCC1 (stereo unspecified)	93	16	-4	91	2.3	16	89	4	-2	-2	-1
O=C(c1cnn(-c2ccccc2)c1-n1cccc1)N1CCN(C2CCCCC2)CC1	103	18	.	100	-0.4	5	102	0	2	0	-10
CSc1cccc(NC(=O)c2cnn3ccccc23)c1	?	.	24	98	.	7	98	.	3	.	-17
COc1ccc(Br)cc1C(=O)Nc1cccc2ncccc12	109	14	.	105	0.1	13	102	9	-4	1	-14
COc1ccc(C(=O)OCC(=O)c2ccccc2)cc1S(=O)(=O)N1CCOCC1	98	6	-1	100	0.3	6	99	2	-10	0	-22
C=CCc1c(C)nc(SC)nc1Nc1ccc(C(C)=O)cc1	86	32	15	85	-0.4	5	90	2	12	-2	-6
Cc1nnc(SCC(=O)Nc2ccc3c(c2)OCO3)[nH]c1=O	103	22	9	97	0.2	9	98	0	18	0	-12
O=C(NCCN1CCCC1)c1ccccc1Cl	97	11	.	99	-0.2	11	102	0	4	1	-17
Cc1cccc(C)c1OCCn1nc(C(=O)O)c2ccccc2c1=O	103	27	12	103	2.0	9	103	33	0	-3	9
CCOC(=O)CNC(=O)CNC(=O)c1ccc(OCC(C)C)cc1	99	41	.	100	0.2	4	104	0	4	4	4
c1ccc(NC2=NCCCCS2)cc1	98	18	-13	94	0.5	5	101	10	8	-1	-20
CCCCn1c(=O)[nH]c(=O)c2c1nc(-c1ccncc1)n2CCOC	97	29	9	98	0.2	9	101	5	12	0	-5
COCCn1c(-c2ccc(-c3ccccc3Cl)o2)nc2c1c(=O)[nH]c(=O)n2CC(C)C	99	13	.	98	1.5	32	102	4	9	-3	-17
O=C(O)C1CCC(N2C(=O)C3CCCCC3C2=O)CC1 (stereo unspecified)	104	24	25	102	0.1	11	103	0	8	-2	2
O=C(c1ccccc1-c1ccccc1)N1CCCCC1	?	18	17	102	0.5	12	102	1	9	1	-16
Cc1ccc(C(=O)OCC(=O)Nc2sc3c(c2C#N)CCCCC3)cc1NC(=O)c1ccco1	100	57	.	97	-0.1	24	99	0	-9	2	-70
Cc1ccc(Cl)cc1NC(=S)N(Cc1ccco1)C(C)c1cccs1 (stereo unspecified)	95	25	22	99	0.0	9	101	3	-1	0	-6
S=C(NCc1ccccc1)NC1CCCCC1	100	23	11	102	0.0	9	102	1	6	-2	-56

Additional compounds
SMILES	RGS7-Gao	GSH fluor	Pf gametocyte	RGS4-Gao reg	ABCB1 block	Avidin fluor	RGS8-Gao	ABCG2 block	Mcl1 Noxa PPI	Mcl-1 Bim block	Mcl1 Bid PPI
O=C1c2ccccc2C(=O)N1CCc1csc(-c2ccc(F)cc2)n1	108	32	-17	116	0.4	4	112	6	0	-4	1
CC(=O)CC1OC(=O)C(Br)=C1NCc1ccccc1 (stereo unspecified)	107	21	.	99	-0.2	9	99	-2	29	-3	-6
O=C(c1ccco1)N1CCCN(C(=O)c2ccco2)CC1	92	32	.	89	-0.8	11	94	1	15	0	2
C=CCN(C(=O)CNC(=O)c1cccs1)C(C(=O)NC(C)(C)C)c1ccccc1 (stereo unspecified)	95	18	.	95	0.5	10	97	2	13	0	-19
Cc1cccc(CC(=O)Nc2cc(C)c3c(=O)oc4ccccc4c3n2)c1	94	18	.	99	-2.2	6	98	-4	-7	1	-21
CCOC(=O)c1cnn(-c2nc(-c3cccc(F)c3)cs2)c1C(F)(F)F	111	16	10	105	0.1	35	101	3	-14	-1	0
CCOC(=O)C(=O)N1CCN(CC)CC1	101	19	-6	101	-0.2	5	101	0	10	-6	2
Cn1c(=O)c2c(SCC(=O)c3ccccc3)nc(C3CC3)nc2n(C)c1=O	100	21	.	105	1.6	19	103	6	23	0	40
CS(=O)(=O)N(Cc1ccccc1)c1ccccn1	104	22	.	102	0.2	33	101	1	-2	0	-8
CS(=O)(=O)N(CC(=O)NCC1CCCO1)Cc1ccc(Cl)cc1 (stereo unspecified)	98	11	.	99	0.3	9	101	1	4	2	2

Among those listed so far, 5 have a nitro group on carbon:
SMILES	RGS7-Gao	GSH fluor	Pf gametocyte	RGS4-Gao reg	ABCB1 block	Avidin fluor	RGS8-Gao	ABCG2 block	Mcl1 Noxa PPI	Mcl-1 Bim block	Mcl1 Bid PPI
O=[N+]([O-])c1ccccc1Nc1c2ccccc2nc2ccccc12	?	27	3	105	0.3	10	103	1	8	0	-24
CC(=O)Nc1ccc(NC(=O)Cn2ccc([N+](=O)[O-])n2)cc1	112	20	11	100	-0.1	22	102	0	-7	2	-26
Cc1[nH]c2ccccc2c1/C=N/Nc1ccccc1[N+](=O)[O-]	?	11	.	99	-0.8	9	100	-3	38	1	-103
CN(NC(=O)c1ccccc1F)c1ncccc1[N+](=O)[O-]	?	.	14	102	.	9	100	.	11	.	-6
Cc1ccc([N+](=O)[O-])cc1N1C(=O)CS/C1=N\NC(=O)c1cccnc1	106	28	-4	108	0.6	13	104	2	6	-5	-6

(more compounds)
SMILES	RGS7-Gao	GSH fluor	Pf gametocyte	RGS4-Gao reg	ABCB1 block	Avidin fluor	RGS8-Gao	ABCG2 block	Mcl1 Noxa PPI	Mcl-1 Bim block	Mcl1 Bid PPI
NC1=NC(c2ccccc2)=NC1(NC(=O)c1ccccc1)C(Cl)Cl (stereo unspecified)	?	.	2	91	.	5	93	.	6	.	5
COc1cccc(-c2nnc3n2N=C(c2cc(OC)ccc2OC)CS3)c1	98	2	14	97	1.8	8	99	4	-13	33	-33
O=C(CCC(=O)c1ccc(F)cc1)Nc1cccnc1	99	15	15	100	-0.1	7	104	1	21	-6	5
O=C(COC(=O)c1ccc(Br)cc1)NCCN1C(=O)CSC1=O	98	14	.	97	0.7	10	98	7	-4	-2	2
Cc1cc(Br)cc(C)c1OCC(=O)NNC(=O)CCC(=O)NCc1ccccc1	106	21	-17	100	0.2	6	99	3	14	0	-6
CCOC(=O)c1ccc(-n2c(C)nc3ccccc3c2=O)cc1	97	19	.	97	0.1	12	100	-1	9	1	-25
O=C1c2ccccc2C(=O)N1SC1CCCCC1	97	11	.	95	0.0	21	83	0	23	-2	10
Cc1cc(C)cc(NC(=S)/C(=C(\[O-])c2ccc(Cl)s2)[n+]2cccc(C)c2)c1	107	25	.	105	-0.1	14	105	-1	18	-4	-38
Cc1c(C(=O)O)sc2nc3n(c(=O)c12)CCC3	105	11	8	106	0.3	17	110	2	50	-2	-16

Assay outcomes (PubChem BioAssay)
